Screens deposited in PubChem by Sanford-Burnham Center for Chemical Genomics.
Jurkat NFkB inh – lowers PMA/ionomycin-induced NF-kB signal in Jurkat cells. PMA/ionomycin-induced NF-kB luciferase reporter, luminescence. inhibition, % at 4 µM. 0.53% of 330,000 active. AID 435003; in the data active = inhibition above about 50%
tim10-1 inh – growth inhibitors of tim10-1 mutant yeast. S. cerevisiae tim10-1 ts strain growth, BacTiter-Glo, 24 h. inhibition, % at 20 µM. 2.2% of 330,000 active. AID 463190;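 active = inhibition of at least 40%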;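 also: mutant grown at 25 °C; 0% = DMSO wells with yeast and 100% = wells holding no yeast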
697 NFkB inh – inhibitors of the PMA/ionomycin-induced NF-kB reporter in 697 B cells | 697 B-cell NF-kB luciferase reporter, 16 h | inhibition, % at 4 µM | 0.33% of 330,000 active | AID 435022; in the data active = inhibition above about 35%
tim23-1 inh – growth inhibitors of tim23-1 mutant yeast | S. cerevisiae tim23-1 growth, BacTiter-Glo luminescence, 24 h | inhibition, % at 20 µM | 1.3% of 330,000 active | AID 463212;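 active = growth inhibition of the mutant yeast at or above 50%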;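 also: temperature-sensitive mutant grown at 25 °C; plate controls were DMSO-treated mutant yeast for no effect and medium wells lacking yeast for full effect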
CHOP UPR activ – activators of apoptotic arm of unfolded protein response (CHOP) | CHO-CHOP luciferase reporter, UPR activation, luminescence; percent of tunicamycin response over DMSO baseline | activation, % at 10 µM | 0.34% of 330,000 active | AID 449763;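 active = at 10 µM dose, activation of 40% or more, normalized to positive control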;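 also: 100% = tunicamycin at 10 µg/mL and 0% = DMSO alone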
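measured by = luciferase luminescence | assay system = CHO-CHOP cells, stable luciferase reporter of PERK-eIF2a-CHOP signalling | amount = 500 reporter cells seeded per well | timing = 6 h compound exposure at 37 °C after overnight seeding | controls = positive tunicamycin 10 µg/mL, negative DMSO alone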
Mdm2 MdmX PPI – human Mdm2/MdmX binding inhibition; O15151+Q00987; SaOS-2 split-luciferase Mdm2/MdmX complementation, luminescence; inhibition, % at 8 µM; 3% of 330,000 active; AID 485346;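 active = inhibition of at least 50% at 8 µM in the primary screen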
Target sequence (O15151 whole entry, looked up): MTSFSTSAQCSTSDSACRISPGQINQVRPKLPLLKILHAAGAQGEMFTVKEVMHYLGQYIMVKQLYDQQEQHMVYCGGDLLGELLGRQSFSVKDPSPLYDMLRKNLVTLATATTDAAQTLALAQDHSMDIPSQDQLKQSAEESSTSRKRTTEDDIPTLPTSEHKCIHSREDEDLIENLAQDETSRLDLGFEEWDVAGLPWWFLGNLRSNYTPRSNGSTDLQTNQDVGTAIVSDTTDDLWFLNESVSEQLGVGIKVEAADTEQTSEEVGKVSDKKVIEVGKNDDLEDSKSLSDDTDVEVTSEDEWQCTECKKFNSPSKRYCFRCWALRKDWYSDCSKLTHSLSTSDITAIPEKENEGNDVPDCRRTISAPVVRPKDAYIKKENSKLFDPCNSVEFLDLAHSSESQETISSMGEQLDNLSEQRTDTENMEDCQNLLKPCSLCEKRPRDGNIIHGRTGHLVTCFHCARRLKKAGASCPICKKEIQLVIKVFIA
Target sequence (Q00987 whole entry, looked up): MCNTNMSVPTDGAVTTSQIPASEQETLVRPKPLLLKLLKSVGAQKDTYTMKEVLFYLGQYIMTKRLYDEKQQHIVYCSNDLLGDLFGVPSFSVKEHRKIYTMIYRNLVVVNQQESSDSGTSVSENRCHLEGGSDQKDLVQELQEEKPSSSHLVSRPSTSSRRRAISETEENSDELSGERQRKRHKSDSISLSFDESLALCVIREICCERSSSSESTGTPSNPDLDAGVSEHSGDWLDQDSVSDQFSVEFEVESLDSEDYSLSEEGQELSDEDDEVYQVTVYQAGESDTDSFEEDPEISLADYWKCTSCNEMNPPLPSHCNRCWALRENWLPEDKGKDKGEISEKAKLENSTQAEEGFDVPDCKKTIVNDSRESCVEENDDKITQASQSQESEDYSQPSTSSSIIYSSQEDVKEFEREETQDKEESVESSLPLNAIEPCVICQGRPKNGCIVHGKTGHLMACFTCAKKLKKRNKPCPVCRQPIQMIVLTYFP
UPR XBP1 act – activators of adaptive arm of unfolded protein response (XBP1). AID 463104. activation, % at 20 µM. CHO-XBP1 luciferase reporter, IRE1-XBP1 UPR activation, luminescence; percent of tunicamycin response, DMSO as zero. 0.33% of 330,000 active;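 active = versus positive control, 20 µM dose yields 30% or more activation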;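 also: 100% = tunicamycin at 10 µg/mL and 0% = DMSO only wells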
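Assay system: CHO-XBP1 luciferase reporter cells; Schedule: 6 h treatment, 37 °C; Detection: glow luminescence from Steady-Glo reagent; Benchmarks: high control tunicamycin 10 µg/mL final, low control DMSO vehicle only.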
TIM10 inh – TIM10 yeast growth inhibition | S. cerevisiae TIM10 strain growth, BacTiter-Glo luminescence, 24 h | inhibition, % at 10 µM | 1.4% of 330,000 active | AID 463195;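 active = inhibition of 40% or more at the single tested concentration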;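 also: wild-type TIM10 isogenic control strain grown at permissive 25 °C; 0% = DMSO yeast wells and 100% = minimal medium wells without yeast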
* hit, by the source's call.

smiles,Jurkat NFkB inh,tim10-1 inh,697 NFkB inh,tim23-1 inh,CHOP UPR activ,Mdm2 MdmX PPI,UPR XBP1 act,TIM10 inh
COc1ccc(C(CC(=O)Nc2ccccc2OC)n2cccc2)cc1 (stereo not drawn),-5.1,28.9,-48.5,19.8,5.9,-24.0,-1.5,17.5
O=C(NCCN1CCCC1)C1(S(=O)(=O)c2ccc(Cl)cc2)CC1,5.2,-1.8,14.1,0.1,-1.8,16.9,-1.1,-4.6
CCCOc1ccc(/C=N/NC(=O)C2CCCN2S(=O)(=O)c2ccc(Cl)cc2)cc1 (stereo not drawn),-4.9,-7.0,5.5,31.1,-1.3,12.7,-4.5,-8.5
COc1ccc(C2C(C(=O)c3cccs3)=C(O)C(=O)N2c2nncs2)cc1 (stereo not drawn),-18.5,3.3,-16.9,-18.2,-1.0,6.5,5.7,7.6
Cc1c(C(=O)N2CCCCC2)oc2ccc(S(=O)(=O)N3CC(C)CC(C)C3)cc12 (stereo not drawn),23.9,0.6,-48.1,23.6,5.2,37.9,-4.7,-4.6
CN(C(=O)COC(=O)Cc1c(F)cccc1Cl)c1c(N)n(Cc2ccccc2)c(=O)[nH]c1=O,5.2,7.8,14.8,5.8,0.4,-12.7,-2.2,6.8
CCN(CC)CCCNC1=C(Cl)C(=O)c2ccccc2C1=O,-2.5,17.0,20.0,8.4,2.4,17.3,-0.3,1.2
CC(=O)Nc1nnc(SCC(=O)Nc2ccc3c(c2)OCCO3)s1,7.0,5.2,3.9,13.1,0.4,15.6,-1.1,7.0
CC(=O)N1C(=O)C2(Nc3ccccc3N2)c2ccccc21,-3.5,-4.4,12.4,-6.5,-1.9,16.4,-0.9,-3.7
c1ccc(-c2ccccc2OCCN2CCOCC2)cc1,-1.6,-19.4,23.1,4.4,-0.3,4.2,-4.2,-12.3
CN(C)C(=O)Cn1nc(-c2ccccc2)c2ccccc2c1=O,4.5,-2.7,0.6,7.7,-0.4,18.1,0.2,-16.7
COC(C[C@H](O)C[C@@H](O)[C@@H](C)OCc1ccccc1)OC,16.3,8.2,10.9,14.2,0.0,29.8,-2.5,10.0
COc1cccc(CN(C)C(=O)CSC(C)C(=O)Nc2cc(C)on2)c1OC (stereo not drawn),5.5,14.8,10.6,14.8,0.2,10.4,-1.1,15.8
CCN(CC)S(=O)(=O)c1ccc(C(=O)NN(C)C2=NS(=O)(=O)c3ccccc32)cc1,-3.9,-3.5,3.9,3.1,-1.2,-1.9,-4.7,-2.9
COc1ccc(/C=N/NC2=NS(=O)(=O)c3ccccc32)cc1OC(C)=O,-5.8,4.6,-13.0,-5.5,-0.4,7.4,-1.1,-17.7
Cc1ccc(C)n1-c1ccc(-c2nnco2)cc1,-10.2,0.4,-10.9,15.1,1.1,-14.1,-0.2,-0.4
COc1cc(OC)c(OC)cc1/C=N/NC(=O)c1cnccn1,2.8,-5.2,17.2,4.7,0.8,1.5,-0.1,13.4
CN1CC=C2C(C#N)=C(N)C(C#N)(C#N)C(c3ccsc3)C2C1 (stereo not drawn),-1.7,5.8,2.7,11.5,1.1,26.7,-3.9,5.5
COc1ccc(C2c3c(nc[nH]c3=O)Oc3nc[nH]c(=O)c32)cc1,18.1,3.8,13.7,1.7,-0.3,19.5,-2.8,-2.0
O=[N+]([O-])c1ccc(Cl)c(CN2CCN(c3ncccn3)CC2)c1,-1.2,5.9,-10.9,24.4,2.4,16.5,-1.7,-6.5
O=C(c1ccncc1)N1CCN(S(=O)(=O)c2ccccc2Br)CC1,13.3,7.5,15.2,10.2,1.0,8.7,-2.7,-2.6
CCOC(=O)Cc1csc(NC(=O)Nc2cccs2)n1,-25.7,10.6,-11.7,1.8,2.4,4.5,1.4,-9.8
CCc1ccc(OCC(=O)N/N=C2\CC(=O)c3ccccc32)cc1,0.9,28.1,2.3,35.0,-0.4,21.6,-0.3,23.8
O=C(COc1cccc2ccccc12)NNC(=O)C1CCCO1 (stereo not drawn),-2.8,8.9,3.2,11.2,-2.4,-11.2,-1.3,4.7
O=C(CCNS(=O)(=O)c1ccccc1C(F)(F)F)NCCCc1ccccc1,4.5,1.0,-15.1,5.0,0.4,-5.1,3.1,-2.5
COc1ccc(NC2CCCN(C(=O)c3ccccc3N3CCOCC3)C2)cc1OC (stereo not drawn),-12.3,-3.0,12.9,3.6,0.9,3.8,-4.5,-0.4
COc1ccc(CNC(=O)CSc2nnnn2C)cc1OC,-4.9,8.2,12.0,-9.2,1.7,5.0,2.2,10.8
Cc1ccc(NC(=O)C2CCCN(S(=O)(=O)c3c(C)noc3C)C2)cc1 (stereo not drawn),-3.6,11.0,5.5,18.8,0.0,15.0,-5.3,17.3
O=C(COC(=O)/C=C/c1ccc(Cl)cc1)Nc1ccc2[nH]c(=O)[nH]c2c1,-3.4,-1.9,0.4,-2.7,-3.2,7.3,-4.2,-12.1
O=C(COC(=O)C1=NN(c2ccccc2)C(=O)CC1)Nc1ccc([N+](=O)[O-])cc1C(F)(F)F,5.2,-2.0,-1.0,-4.0,-2.0,7.0,-0.7,-6.1
OC(CSc1c(Cl)cccc1Cl)CN1CCN(c2ccc(F)cc2)CC1 (stereo not drawn),6.6,21.2,10.3,-30.2,-2.1,4.1,-2.0,30.8
O=C(NC(=S)Nc1ccc(N2CCOCC2)c(Cl)c1)C(c1ccccc1)c1ccccc1,19.0,23.5,18.1,9.0,-1.7,20.4,-3.9,20.8
COc1ccccc1CN1C(=O)c2cccc3cccc(c23)C1=O,2.6,11.6,2.5,9.6,-1.4,20.4,-0.7,7.2
COc1ccc(-c2cc(C)no2)cc1S(=O)(=O)N1CCN(c2cccc(C)c2)C(C)C1 (stereo not drawn),34.1,-9.8,-60.1,14.2,-0.9,52.9*,-5.7,-1.6
COc1ccc(S(=O)(=O)N2CCC(C(=O)NC3CC3)CC2)cc1,-4.3,17.4,-6.7,20.3,-0.6,-21.4,2.6,-3.3
O=C(CSc1nnc(-c2ccc(Br)o2)n1Cc1ccccc1)c1ccccc1F,9.2,12.7,-7.0,6.0,1.4,9.3,0.1,-6.5
CCOC(=O)C1=C(C)N(c2ccccc2)C(=O)/C1=C\c1cccs1,-1.6,27.1,17.2,34.0,0.0,7.2,2.3,32.3
C=CCn1c(SCc2ccc(C(=O)NCCO)cc2)nc2sc(C)c(C)c2c1=O,-2.7,14.1,-1.5,44.7,-0.7,14.9,-1.5,28.6
O=C(CSc1nnc(-c2ccccc2Br)o1)Nc1nncs1,-7.0,-0.1,6.3,-2.8,0.1,30.1,0.1,-2.8
CC(=C/C(=O)O)/C=C/c1cccs1,-20.3,10.3,8.6,25.1,-0.3,12.7,-2.7,-6.1
CCOCCOCCC(C(=O)OCC)P(=O)(c1ccccc1)c1ccccc1 (stereo not drawn),-4.8,8.2,-22.4,18.5,-1.7,-7.7,-1.4,12.7
Cc1c(Cl)cccc1NC(=S)N1CCN(C(=O)c2ccco2)CC1,-12.2,3.9,-20.5,3.5,-2.2,13.4,-3.4,-5.0
Cc1ccc(COC(=O)c2cc(S(=O)(=O)N3CCCCC3)ccc2N2CCOCC2)cc1,4.5,19.4,-28.9,17.0,4.3,8.6,0.7,10.8
O=C(CN1CCN(S(=O)(=O)c2ccc(F)cc2)CC1)Nc1cccc(C(F)(F)F)c1,-17.3,32.1,-20.9,43.8,0.7,-15.0,-2.7,19.7
Cc1nn(C)cc1CN(C)C(=O)c1sc2cccc(Cl)c2c1Cl,1.0,7.7,21.5,13.8,-1.5,21.5,-0.9,15.3
CCOC(=O)C1(CC2CCCCO2)CCN(S(=O)(=O)c2ccccc2)CC1 (stereo not drawn),14.2,15.8,17.1,13.9,1.5,18.8,6.0,10.6
Cc1ccc(O)c(Nc2c3ccccc3nc3ccccc23)c1,14.1,34.5,-15.5,11.4,0.3,39.2,1.7,17.1
CCCCOc1ccc(CN(C)c2ncnc(N)n2)cc1,7.8,15.2,-28.3,2.8,2.1,-9.6,3.5,7.8
O=C(CCC1CCCC1)N1CCC(N2CCCCCC2)CC1,-16.9,-5.2,4.0,11.3,-0.2,0.0,-1.1,-2.9
CN1C(=O)CSC1=Nc1ccc(F)cc1,-13.6,-3.8,-11.9,4.1,0.3,0.3,-2.4,9.1

Continued; the last 5 above are carried over.
smiles,Jurkat NFkB inh,tim10-1 inh,697 NFkB inh,tim23-1 inh,CHOP UPR activ,Mdm2 MdmX PPI,UPR XBP1 act,TIM10 inh
CCOC(=O)C1(CC2CCCCO2)CCN(S(=O)(=O)c2ccccc2)CC1 (stereo not drawn),14.2,15.8,17.1,13.9,1.5,18.8,6.0,10.6
Cc1ccc(O)c(Nc2c3ccccc3nc3ccccc23)c1,14.1,34.5,-15.5,11.4,0.3,39.2,1.7,17.1
CCCCOc1ccc(CN(C)c2ncnc(N)n2)cc1,7.8,15.2,-28.3,2.8,2.1,-9.6,3.5,7.8
O=C(CCC1CCCC1)N1CCC(N2CCCCCC2)CC1,-16.9,-5.2,4.0,11.3,-0.2,0.0,-1.1,-2.9
CN1C(=O)CSC1=Nc1ccc(F)cc1,-13.6,-3.8,-11.9,4.1,0.3,0.3,-2.4,9.1
Cc1nc(NCC2CCCO2)nc2c1C(=O)CC(C)C2 (stereo not drawn),-2.5,-6.3,18.0,-4.7,0.9,2.6,-3.3,-4.4
COC(=O)c1c(C)oc(C)c1S(=O)(=O)Nc1ccc(C(C)C)cc1,-0.3,9.9,-11.2,6.7,-1.1,12.1,-3.2,-21.0
CCN(CC)C(=O)Cn1cc(S(=O)(=O)CC(=O)Nc2cc(C)on2)c2ccccc21,11.0,-17.3,-0.5,-4.7,0.5,-3.3,-3.2,-2.5
O=C1COc2ccc(OCc3ccc(F)cc3)cc21,-98.7,23.7,-101.4,-4.8,1.2,-107.2,1.6,-13.5
COc1ccc(C(=O)N/C(=C\c2ccc3c(c2)OCO3)C(=O)N2CCOCC2)cc1,8.8,6.9,12.9,16.1,-0.6,9.5,-1.9,2.6
CC(=O)c1c(N2CCN(C)CC2)nc(=S)n(Cc2ccccc2)c1C,5.2,7.9,18.6,7.1,0.5,11.8,-3.0,-6.3
CC1NC(=O)N(C)[C@@H]2NC(=O)N(C)C(c3ccc([N+](=O)[O-])cc3)[C@@H]12 (stereo partly drawn),9.8,-3.1,-10.1,11.2,-0.6,-27.5,0.2,-1.6
CC(/C=N/NC(=O)c1cc(-c2ccccc2)nc2ccccc12)=C\c1ccco1,-14.7,35.1,-20.5,28.6,0.0,42.2,6.8,18.9
O=C(O)c1ccc(N=NN2CCCCCC2)cc1,-57.6,1.5,-113.7,4.1,0.1,-60.5,-1.1,0.4
CC(C)(C)OC(=O)NC(Cc1ccccc1)C(=O)N1CCCC1C(=O)O (stereo not drawn),-8.8,20.8,-17.7,-4.0,-2.3,6.4,1.5,8.4
O=C1CCCCCCCN1Cc1ccccc1,-1.1,5.5,1.5,4.2,0.6,-4.5,2.3,-5.0
CNc1nc(-c2ccc3c(c2)CCN3C(=O)c2ccccc2F)c(C)s1,-7.3,16.9,7.0,9.4,2.8,-7.0,5.5,7.7
O=C(COC(=O)/C=C/c1ccccc1[N+](=O)[O-])Nc1ccc(OCc2ccccc2)cc1,-72.4,13.4,-77.8,-15.4,4.9,-44.3,1.0,-4.1
